Compound activity deposited in PubChem by several laboratories.
GSK3A inh – blockers of GSK3A enzyme activity – biochemical, luminescence, cell-free homogeneous, HTS, primary screen; GSK-3 alpha kinase, ADP-Glo luminescence, 60 min; inhibition, % at 10 µM; actives 0.1% (n = 320,000); AID 2650, 2010; Glycogen synthase kinase-3 alpha (Homo sapiens), P49840;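 in the data active = inhibition above about 50%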;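 note: GST-tagged GSK-3 alpha with peptide substrate and 25 µM ATP; 0% = DMSO neutral wells and 100% = GW8510 positive control wells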
Target sequence (P49840 whole entry, looked up): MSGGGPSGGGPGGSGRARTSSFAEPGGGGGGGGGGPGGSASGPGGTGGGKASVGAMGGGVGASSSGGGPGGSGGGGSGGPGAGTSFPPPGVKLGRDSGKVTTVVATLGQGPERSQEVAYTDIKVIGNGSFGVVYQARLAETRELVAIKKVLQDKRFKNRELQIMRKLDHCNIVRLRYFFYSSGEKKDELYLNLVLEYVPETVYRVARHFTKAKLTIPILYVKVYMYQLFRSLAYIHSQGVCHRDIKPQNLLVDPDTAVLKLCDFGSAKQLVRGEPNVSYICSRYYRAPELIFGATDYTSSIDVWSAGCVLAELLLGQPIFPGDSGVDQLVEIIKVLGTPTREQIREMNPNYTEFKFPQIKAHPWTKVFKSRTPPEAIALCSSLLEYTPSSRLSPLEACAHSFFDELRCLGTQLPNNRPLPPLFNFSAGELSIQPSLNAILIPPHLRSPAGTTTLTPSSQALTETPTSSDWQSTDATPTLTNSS
aSyn UTR inh – MLPCN primary screen, SNCA 5' untranslated region; AID 1813, 2009; actives 0.82% (n = 300,000); inhibition, % (tested at 7.5 µM); alpha-synuclein 5'UTR reporter, inhibitor activity; in the data active = inhibition above about 60%; inconclusive = no clear call, values can overlap the other calls;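 note: H4 neuroglioblastoma cells stably carrying SNCA 5'UTR luciferase fusion; 0% = DMSO wells and 100% = positive control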
PolyA inh – polyadenylation inhibitors in yeast reporter cells, primary screen, luminescence, S. cerevisiae; calls only at 12 µM; S. cerevisiae SKY197-pL101 polyadenylation reporter, beta-gal luminescence; efflux-impaired pdr1/pdr3 knockout yeast; score 100 = 6 SD above DMSO; actives 0.02% (n = 300,000); AID 1875, 2009;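 active = lowest replicate activity score at least 50, where 100 means six control SD above control mean; inconclusive = lowest score under 50 but half or more replicates reach 50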;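 note: yeast exposed to compound for 9 h at 30 °C; higher score means more reporter readthrough which indicates perturbed polyadenylation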
KLF5 inhibitor – KLF5 expression inhibitors, primary screen, DLD-1 cells, luminescence. DLD-1 KLF5 promoter-luciferase reporter. inhibition, % at 5 µM. actives 0.23% (n = 290,000);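 active = inhibition above a per-plate limit of that plate's mean compound inhibition plus 3 SD, cut at about 60% in these data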;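 note: 0% = DMSO wells and 100% = LY294002 at 200 µM; higher means less KLF5 promoter-driven luciferase light; inactives centre near -14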
HSP90 inh – HSP90 inhibitors, primary screen, cell lysate, luminescence; inhibition, % at 5.6 µM; Rabbit reticulocyte lysate, luciferase refolding luminescence, 3 h; actives 0.91% (n = 290,000); Heat shock protein HSP 90 (rabbit reticulocyte lysate; luciferase refolding);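 active = inhibition above the screen-wide mean plus 3 SD, computed separately per campaign, cut at about 16% in these data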;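 note: 0% = DMSO wells and 100% = 60 µM geldanamycin wells; inhibitors lower the luminescence because luciferase stays unfolded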
IEC-6 tox – cytotoxicity in IEC-6 intestinal epithelial cells, primary screen, cytotoxicity control for KLF5 inhibitor project, cell-based, luminescence. actives 0.78% (n = 290,000). inhibition, % at 5 µM. IEC-6 cytotoxicity, luminescence viability; in the data active = inhibition above about 22%;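 note: 0% = plate median of test compound wells and 100% = cytotoxic reference compound wells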
HSF1 inh – HSF1 inhibitors in luciferase reporter cells, primary screen, cell-based, NIH3T3, luminescence. NIH3T3-HGL HSE-luciferase, MG132-induced, luminescence 8 h; active compounds read low. activity change, negative = inhibition, % at 7.5 µM (by protocol). AID 2098, 2009. actives 0.77% (n = 300,000);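 active = more than half of replicate wells show activity change below -50%, luminescence cut by over half; inconclusive = some wells, but at most half, below -50%; inactive = no replicate well below -50%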;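 note: luciferase reports HSF-1 transcriptional activity via heat shock element; 0% = median of DMSO wells and -100% = zero luminescence signal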
AI-2 QS modul – Vibrio harveyi AI-2 quorum sensing modulators, primary screen, JMH597 strain, luminescence/OD600 ratio. Vibrio harveyi JMH597 AI-2 luminescence/OD600 ratio, 9 h; active compounds read low; strain lacks LuxN and CqsS sensors; 0 = neutral-control median. activity change, % at 7.5 µM. actives 0.4% (n = 300,000). AID 2094, 2009; in the data active = activity change below about -75%, passing the limit was not always enough; inconclusive = no clear call, values can overlap the other calls;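 note: luminescence divided by OD600 gain over 9 h not by final OD600 alone; inactives centre near 13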
HSF-1 act – HSF-1 activators, primary screen, NIH3T3-HGL cells, MG132 stress, luminescence, single point. NIH3T3-HGL HSF-1 luciferase reporter, 8 h; 100% = twice DMSO control signal. activation, % at 9 µM. actives 1.7% (n = 300,000);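 active = mean replicate activation of at least 50% with a set share of replicates each reaching 50%; inconclusive = only one of those two conditions met; inactive = mean below 50% and too few replicates reaching it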;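 note: 0% = median of the neutral control wells and 100% = twice that signal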
GSK3B inh – human GSK3beta kinase inhibitors, primary screen, biochemical, cell-free homogeneous, HTS. activity score (negative = inhibition), % at 10 µM. GST-GSK3beta kinase, ADP-Glo luminescence, 60 min; active compounds read low. actives 0.038% (n = 300,000). Glycogen synthase kinase-3 beta (Homo sapiens), P49841;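 active = more than half of replicate wells score below -50%, meaning over 50% inhibition versus plate controls; inconclusive = some replicates but at most half score below -50%; inactive = no replicate scores below -50%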;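 note: 0% = median DMSO wells and -100% = median GW8510 positive control wells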
Target sequence (P49841 whole entry, looked up): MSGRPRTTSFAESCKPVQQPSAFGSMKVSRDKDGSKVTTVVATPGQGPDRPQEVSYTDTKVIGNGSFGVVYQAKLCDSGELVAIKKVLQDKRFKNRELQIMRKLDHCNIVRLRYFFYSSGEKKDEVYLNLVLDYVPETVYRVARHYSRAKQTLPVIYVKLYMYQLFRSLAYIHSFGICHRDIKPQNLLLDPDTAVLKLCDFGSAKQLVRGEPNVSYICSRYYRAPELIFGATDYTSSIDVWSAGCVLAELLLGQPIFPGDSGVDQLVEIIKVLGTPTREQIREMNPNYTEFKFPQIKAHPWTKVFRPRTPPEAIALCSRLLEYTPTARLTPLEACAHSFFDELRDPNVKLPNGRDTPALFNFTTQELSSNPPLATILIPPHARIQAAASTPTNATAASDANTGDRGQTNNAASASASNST
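Test system – GST-tagged human GSK3beta kinase, cell-free · Incubation – 60 min enzyme reaction, room temperature · Signal – ADP-Glo luminescence · Also added – peptide substrate and ATP at 25 µM · Controls – DMSO neutral wells and GW8510 at 20 µM as positive · Buffer or medium – Tris/MgCl2 kinase buffer · Measure – Luminescence-derived activity versus plate DMSO and GW8510 wells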
* hit, by the source's call; i = inactive; ? = inconclusive; nt = no result given. Only part of the results is shown; rates above refer to the full screens.

SMILES | GSK3A inh | aSyn UTR inh | PolyA inh | KLF5 inhibitor | HSP90 inh | IEC-6 tox | HSF1 inh | AI-2 QS modul | HSF-1 act | GSK3B inh
CCN(CC)S(=O)(=O)N1CCC(C(=O)N2CCC3(CC2)OCCO3)CC1 | -38 | 35 | i | 9 | 3 | 9 | nt | 11 | nt | 3
Cc1nn(Cc2ccccc2)c(Cl)c1C(=O)OC(C)C(=O)Nc1ccc(F)cc1Cl (stereo unspecified) | -4 | 22 | i | -28 | -5 | 1 | 12 | -1 | 41 | 0
CC(C)CCn1c(=O)c(C(=O)NCc2ccco2)c(O)c2ccccc21 | -1 | 0 | i | 1 | 3 | 2 | 3 | 4 | 2 | 0
C#CC1(O)C=CC2C3CCC4=CC(=O)CCC4C3CCC21CC (stereo unspecified) | -4 | 0 | i | -15 | 0 | 2 | 0 | 6 | -10 | -1
O=P(Nc1ccccc1)(Nc1ccccc1)Oc1ccc(Cl)cc1 | 1 | 14 | i | -11 | 6 | -1 | 3 | 0 | 4 | 1
NCCc1ccc(S(N)(=O)=O)cc1 | 0 | 15 | i | -23 | -1 | -6 | -2 | 27 | -4 | 2
CN1C(=O)C(=Cc2cc([N+](=O)[O-])ccc2N2CCCCC2)C(=O)N(C)C1=O | 3 | -6 | i | -20 | -2 | 0 | -1 | 25 | 5 | 2
COc1ccc(CCNCc2sccc2C)cc1 | -3 | -13 | i | -53 | 0 | -3 | 8 | 19 | 5 | 4
CC(Cc1ccccc1)NCCC(=O)NC(C)Cc1ccccc1 (stereo unspecified) | 2 | -20 | i | -12 | -1 | 2 | -9 | 21 | 16 | -1
N[C@@H](CCl)C(=O)O | -3 | 21 | i | nt | nt | nt | -3 | 18 | 4 | 3
O=C(c1cc(-c2ccccc2)nc2ccccc12)N1CCC2(CC1)OCCO2 | -2 | 12 | i | -19 | 4 | -5 | -2 | 6 | -8 | -2
O=c1[nH]c(=S)[nH]c(O)c1N=Nc1ccc(S(=O)(=O)N2CCc3ccccc32)cc1 | 1 | 11 | i | -33 | 4 | 2 | 39 | 0 | ? | 1
CCCCCn1c(=O)c(C(=O)Nc2nc(CC(=O)OCC)cs2)c(O)c2ccccc21 | -1 | 3 | i | 9 | 2 | 3 | -6 | 23 | -7 | -2
Cc1cc(OCC(=O)NC(Cc2ccc(Cl)cc2)C(=O)O)c2c3c(c(=O)oc2c1)CCCC3 (stereo unspecified) | -2 | -4 | i | -12 | 0 | 0 | -11 | 3 | -11 | 2
CC(C)CCOP(N)(=O)Oc1ccccc1Cl (stereo unspecified) | -3 | -5 | i | -13 | -5 | 5 | 1 | 11 | 1 | -2
O=C(O)C1=CC2c3ccccc3C1c1ccccc12 | 0 | -2 | i | -36 | 4 | -3 | 4 | 43 | 15 | -1
O=C1NC(=O)N(Cc2ccco2)C(=O)/C1=C/c1cccn1CCOc1ccccc1Cl | 1 | -20 | i | -18 | -1 | -6 | 1 | 18 | 17 | 2
Cc1nc2ccc(Br)cc2c(=O)n1-c1ccc([N+](=O)[O-])c(C(F)(F)F)c1 | 0 | 17 | i | nt | nt | nt | -4 | 23 | -25 | 3
O=c1ccc2cc(O[C@@H]3O[C@@H](CO)[C@H](O)[C@@H](O)[C@@H]3O)c(O)cc2o1 | 2 | -17 | i | -20 | 3 | -6 | -9 | 15 | -5 | 0
N#Cc1c(N2CCNCC2)nc(-c2ccco2)c2c1CCCC2 | 10 | 33 | i | 14 | -2 | -4 | -10 | 6 | -4 | 1

An excerpt of these results, with tabs.
molecule	GSK3A inh	aSyn UTR inh	PolyA inh	KLF5 inhibitor	HSP90 inh	IEC-6 tox	HSF1 inh	AI-2 QS modul	HSF-1 act	GSK3B inh
CCCCCn1c(=O)c(C(=O)Nc2nc(CC(=O)OCC)cs2)c(O)c2ccccc21	-1	3	i	9	2	3	-6	23	-7	-2
Cc1cc(OCC(=O)NC(Cc2ccc(Cl)cc2)C(=O)O)c2c3c(c(=O)oc2c1)CCCC3 (stereo unspecified)	-2	-4	i	-12	0	0	-11	3	-11	2
CC(C)CCOP(N)(=O)Oc1ccccc1Cl (stereo unspecified)	-3	-5	i	-13	-5	5	1	11	1	-2
O=C(O)C1=CC2c3ccccc3C1c1ccccc12	0	-2	i	-36	4	-3	4	43	15	-1
O=C1NC(=O)N(Cc2ccco2)C(=O)/C1=C/c1cccn1CCOc1ccccc1Cl	1	-20	i	-18	-1	-6	1	18	17	2
Cc1nc2ccc(Br)cc2c(=O)n1-c1ccc([N+](=O)[O-])c(C(F)(F)F)c1	0	17	i	nt	nt	nt	-4	23	-25	3
O=c1ccc2cc(O[C@@H]3O[C@@H](CO)[C@H](O)[C@@H](O)[C@@H]3O)c(O)cc2o1	2	-17	i	-20	3	-6	-9	15	-5	0
N#Cc1c(N2CCNCC2)nc(-c2ccco2)c2c1CCCC2	10	33	i	14	-2	-4	-10	6	-4	1

Next part.
SMILES | GSK3A inh | aSyn UTR inh | PolyA inh | KLF5 inhibitor | HSP90 inh | IEC-6 tox | HSF1 inh | AI-2 QS modul | HSF-1 act | GSK3B inh
COc1cc(CC2(CCc3ccncc3)C(=O)N(C)C(=O)N(C)C2=O)cc(OC)c1OC | 1 | 10 | i | 4 | -6 | -1 | 10 | 21 | -11 | -3
Cc1cccc(OP(N)(N)=O)c1C | 6 | -12 | i | -3 | 2 | 1 | -7 | -5 | -6 | 3
COc1ccc(CCn2c(O)c(C=NCCCn3ccnc3)c(=O)[nH]c2=O)cc1OC | 23 | -5 | i | -8 | 2 | 2 | -14 | 9 | -11 | -3
Brc1ccc(CN2CCNCC2)s1 | -1 | 0 | i | -43 | 0 | -1 | -1 | 13 | 15 | 1
COC(=O)Cn1cc(/C=C2\C(=O)NC(=O)N(c3ccccc3)C2=O)c2ccccc21 | -7 | 1 | i | -20 | 0 | -1 | -4 | 9 | -11 | 1
Cc1cc(OCC(=O)N2C[C@H]3C[C@@H](C2)c2cccc(=O)n2C3)c2c(C)c(C)c(=O)oc2c1 | 3 | -6 | i | -6 | -3 | 3 | 0 | 14 | 5 | 1
COC(=O)C1=Nc2ccccc2/C1=C\c1c(O)n(C)c(=O)n(C)c1=O | 1 | 16 | i | -7 | -1 | -5 | -7 | 40 | -19 | 0
COc1cc(C(=O)Nc2ccc(Br)cc2C(=O)c2ccccc2)cc(OC)c1OC | -1 | 6 | i | 11 | 0 | -3 | nt | 15 | nt | 1
CN(CCc1ccccc1)Cc1ccccc1[N+](=O)[O-] | 20 | -34 | i | -32 | 4 | -3 | 1 | 9 | 17 | -1
Cn1c(O)c(Cc2ccc(OCc3ccccc3)cc2)c(=O)n(C)c1=O | -1 | -140 | i | -29 | -6 | -10 | 10 | 16 | 9 | 1
COc1ccc(-c2cc(-c3ccccc3)[n+](C)c(-c3ccccc3)c2)cc1 | 2 | 34 | i | 32 | 2 | 11 | -2 | 27 | -1 | 1
Cc1ccc(/C=C2\C(=O)NC(=S)N(c3ccc(F)cc3)C2=O)o1 | 1 | -3 | i | 5 | 5 | -3 | -3 | -6 | -16 | 2
O=C(Cc1ccccc1)N1CCN(C/C=C/c2ccccc2)CC1 | 7 | 10 | i | 2 | -1 | 1 | 5 | 29 | -2 | 1
Cn1c(O)c(C(=NCCN2CCCCC2)c2ccccc2Cl)c(=O)n(C)c1=O | 1 | 12 | i | -17 | 2 | -4 | -4 | 12 | -27 | -2
Clc1cccc(C2NCCc3[nH]cnc32)c1 (stereo unspecified) | -2 | -12 | i | -9 | 4 | -5 | 4 | 26 | 18 | 0
O=c1[nH]c(=O)n(C2CCCCC2)c(O)c1C=NCCCn1ccnc1 | 67* | 2 | i | -17 | 4 | -4 | 8 | -9 | 7 | 2
COC(=O)C(O)(c1ccc(N(C)C(=O)c2cccs2)cc1)C(F)(F)F (stereo unspecified) | 0 | -14 | i | -2 | 0 | 0 | 0 | 9 | 2 | -1
Cc1ccc2cc(CNCCc3ccccc3C)c(=O)[nH]c2c1 | -2 | -1 | i | -37 | 1 | 2 | -5 | 1 | 3 | 3
O=c1[nH]c(=O)n(-c2ccc(Cl)cc2)c(O)c1C=NCCN1CCCCC1 | 1 | 4 | i | -12 | -2 | -4 | 4 | 28 | 7 | 5
COc1ccc(N/N=C/c2c(O)n(-c3ccc(C)c(C)c3)c(=O)[nH]c2=O)cc1 | -1 | 46 | i | 34 | 19* | -10 | -5 | 6 | -24 | 1
CN1CCN(Cc2ccc3ccccc3c2)CC1 | 0 | -1 | i | -22 | 0 | -3 | -6 | nt | 7 | nt
COc1ccc2c(c1O)C13CCN(C)C(C2)C1CCC(=O)C3 (stereo unspecified) | 0 | -7 | i | nt | nt | nt | -5 | 21 | 1 | 0
Cc1ccc(C)c(NC2=NCCCS2)c1 | -1 | 19 | i | -8 | -2 | 0 | 5 | 18 | -11 | 4
c1ccc(P(c2ccccn2)c2ccccn2)cc1 | -2 | -3 | i | 0 | 3 | -3 | -7 | 18 | -8 | 2
CCOP(=O)(OCC)C1(O)C(=O)Nc2ccccc21 (stereo unspecified) | -3 | -11 | i | -33 | -2 | -2 | 12 | 12 | 36 | 1
COc1ccc(C(=O)NC(=S)N2C[C@H]3C[C@H](C2)c2cccc(=O)n2C3)cc1OC | -3 | 9 | nt | 4 | 5 | 0 | 1 | 22 | 11 | -2
CC1=CC(=C2C(=O)NC(=S)NC2=O)C=C(C(F)(F)F)N1CCc1ccccc1 | nt | 1 | i | -36 | -3 | -4 | -2 | 19 | -10 | 2
Cc1nccc2c1[nH]c1ccccc12 | 1 | 10 | i | -9 | -3 | 2 | 2 | 13 | 2 | -3
C/C(=N\NC(=O)c1ccccc1Cl)c1c(O)n(C2CCCCC2)c(=O)[nH]c1=O | -4 | -7 | i | -19 | -5 | 4 | 1 | 16 | -7 | -1
